ELG1 genotoxic: inducers of genotoxicity in HEK293T ELG1-luciferase cells. HEK293T ELG1-luciferase reporter, luminescence, 16 h. AID 504466. Potency, µM (series often up to 46 µM), without a hit: at the highest dose activity change, positive = activation, most hits filed as activators. 330,000 compounds, 1.3% hits; further: potency means the concentration at half of the fitted maximal effect; % of control where 0% means no effect; nearly all actives have a fitted effect of over 60% in size
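HEK293T cells expressing luciferase-tagged ELG1 were exposed to compound or DMSO vehicle for 16 hr at 37 °C and 5% CO2. Luciferase activity was then measured with ONE-Glo after 30 min at room temperature.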
FBPA coupling cs: inhibits coupling enzyme system, counter-screen for aldolase hits; coupling enzyme system counterscreen, AmpLite Red fluorescence; activity change, negative = inhibition, % at 58.2 µM, hits read low; 290,000 compounds, 0.67% hits; AID 2472; in the data active means activity change below about -30%; further: on the % scale 0 is the no-effect control and ±100 the full control effect
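Coupling enzymes only (glyceraldehyde-3-phosphate) + compound, at 57.5 uM final, 10 min RT; add substrate/coupling/AmpLite Red mix, 20 min RT; fluorescence ex 525/em 598 nm. Actives flag coupling-system interference.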
Tb PFK block: blocks T. brucei phosphofructokinase; Potency, µM (top dose mostly 57.5 µM), for the others: at the highest dose activity, negative = inhibition, hits mostly inhibitors; T. brucei PFK, ADP-Glo luminescence; 330,000 compounds, 0.17% hits; AID 485367; O15648;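 further: potency means the concentration at half of the fitted maximal effect; 0% = uninhibited 1x PFK enzyme wells and -100% = no-enzyme wells; nearly all actives have a fitted effect of over 60% in size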
Target sequence (O15648 whole entry, looked up): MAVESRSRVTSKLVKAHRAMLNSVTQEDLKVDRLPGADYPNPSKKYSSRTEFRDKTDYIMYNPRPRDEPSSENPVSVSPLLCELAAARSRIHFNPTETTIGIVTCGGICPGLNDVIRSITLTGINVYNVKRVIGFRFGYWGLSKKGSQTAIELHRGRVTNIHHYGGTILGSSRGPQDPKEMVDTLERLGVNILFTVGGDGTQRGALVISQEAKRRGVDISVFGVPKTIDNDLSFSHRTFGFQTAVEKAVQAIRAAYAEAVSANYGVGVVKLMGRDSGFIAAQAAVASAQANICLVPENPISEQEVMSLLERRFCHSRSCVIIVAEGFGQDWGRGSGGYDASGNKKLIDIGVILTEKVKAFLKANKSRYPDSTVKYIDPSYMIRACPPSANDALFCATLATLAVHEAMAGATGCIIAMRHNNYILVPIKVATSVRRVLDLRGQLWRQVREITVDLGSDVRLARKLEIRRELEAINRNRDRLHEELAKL
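Compounds were pin-transferred as a titration series up to 57 uM into substrate buffer (0.5 mM F6P, 0.1 mM ATP, pH 8.0), then 1.25 nM PFK was added and reactions ran 45 min before ADP-Glo detection.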
FLuc counter: firefly luciferase modulation, counter-screen for miR-21 project; P08659; purified FLuc, Km substrates, luminescence inhibition; Potency, µM (doses to about 57.5 µM), for the others: at the highest dose activity change, negative = inhibition, usual class: inhibitors; 360,000 compounds, 6.9% hits; AID 588342;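 further: potency means the concentration at half of the fitted maximal effect; plate controls were vehicle for no effect and reference inhibitor for full effect; nearly all actives have a fitted effect of over 55% in size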
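Biochemical qHTS of compounds, final roughly 60 µM downward over six points, against 10 nM purified firefly luciferase using Km concentrations of substrates (10 uM D-luciferin, 10 uM ATP) in Tris acetate pH 7.5 buffer; luminescence output.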
KCNH2 3.1 block: inhibitors of human KCNH2 3.1 potassium channel isoform. U2OS KCNH2 3.1, thallium flux FluxOr; hits give low values. activity change, % (tested at about 1.8 µM). 340,000 compounds, 0.95% hits;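 active means maximum activity change below -70%; inconclusive means maximum activity change from -70% to -50%; inactive means maximum activity change above -50%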;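 further: thallium influx rate constant from kinetic fluorescence after stimulation buffer; on the % scale 0 is the no-effect control and ±100 the full control effect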
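Normalized rate constant (relative to positive and negative DMSO controls) derived from a 2 min kinetic fluorescence read after stimulation; U2OS cells expressing the 3.1 isoform via virus at 1.77 x 10^8 /mL.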
uPA generation: inhibitors of cell surface uPA generation; cell surface uPA generation assay, qHTS; 330,000 compounds, 0.31% hits; Potency, µM (top dose mostly 38.3 µM), inactives show at the top dose activity change, negative = inhibition, usual class: inhibitors; AID 540303; active means well fitted inhibition curve with a large enough effect; inconclusive means small, poorly fitted or top-dose-only effect; inactive means no such curve, though single readings can be large or run the other way; tested in mouse RAW 264.7 cells; further: potency means the concentration at half of the fitted maximal effect; on the % scale 0 is the no-effect control and ±100 the full control effect; nearly all actives have a fitted effect of over 55% in size
Giardia kill: Giardia lamblia killing; Giardia lamblia trophozoite viability; activity change, % at 7.66 µM, hits read low; 340,000 compounds, 0.15% hits; AID 540267; in the data active means activity change below about -80%; inconclusive means between about -30% and that limit;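 further: parasites exposed to compound for two days anaerobically before the ATP read; on the % scale 0 is the no-effect control and ±100 the full control effect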
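Trophozoite viability was measured as ATP-dependent luminescence, read 15-30 min after reagent addition. Before that, parasites at 100 cells/well were exposed to compounds for 48 h, anaerobically, at 37 deg C.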
NPC1 promoter act: activates the NPC1 promoter. AID 485313. Potency, µM (doses to about 9.22 µM), inactives show top-dose activation, hits mostly activators. Huh7 NPC1 promoter luciferase reporter, 24 h. 320,000 compounds, 2.4% hits;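 further: potency means the concentration at half of the fitted maximal effect; % of control where 0% means no effect; nearly all actives have a fitted effect of over 60% in size; reporter is driven by a mutant NPC1 promoter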
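Compounds in DMSO were transferred onto Huh7 NPC1-luciferase reporter cells pre-incubated 2 h; after 24 h at 37 °C, Amplite reagent was dispensed and luminescence recorded 10 min later.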
Gal4-VP16 FLuc: Gal4-VP16 reporter inhibition counter-screen | Drosophila S2 Gal4-VP16 UAS-luciferase, luminescence, 20 h | Potency, µM (doses to about 53.6 µM), for inactives: at the top dose activity, negative = inhibition, usual class: inhibitors | 310,000 compounds, 3.5% hits | AID 2546;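 further: Gal4-VP16 expression switched on by copper sulfate through the metallothionein promoter; potency means the concentration at half of the fitted maximal effect; on the % scale 0 is the no-effect control and ±100 the full control effect; nearly all actives have a fitted effect of over 50% in size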
Rab9 prom act: Rab9 promoter activation; Potency, µM (highest dose often 9.22 µM), without a hit: top-dose activation, negative = inhibition, hits mostly activators; 320,000 compounds, 2.8% hits; Huh7 Rab9 promoter-luciferase reporter, luminescence, 24 h; further: potency means the concentration at half of the fitted maximal effect; % of control where 0% means no effect; nearly all actives have a fitted effect of over 60% in size
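Luminescence from Amplite-detected luciferase (10 minutes, ambient) reports Rab9 promoter activation. Before that, stable Rab9-luciferase Huh7 cells (1500/well, reduced-serum OP-MEM I plus 10% FBS) were exposed to compound for 24 hours at 37C.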
RORgamma inh: ROR gamma (mouse) transcription inhibition | P51450 | Drosophila S2 Gal4-RORgamma UAS-luciferase reporter, 20 h | Potency, µM (doses to about 53.6 µM), without a hit: at the highest dose activity change, negative = inhibition, most hits filed as inhibitors | 310,000 compounds, 5.4% hits | AID 2551; further: potency means the concentration at half of the fitted maximal effect; on the % scale 0 is the no-effect control and ±100 the full control effect; nearly all actives have a fitted effect of over 60% in size
Target sequence (P51450 whole entry, looked up, the tested form may be a part): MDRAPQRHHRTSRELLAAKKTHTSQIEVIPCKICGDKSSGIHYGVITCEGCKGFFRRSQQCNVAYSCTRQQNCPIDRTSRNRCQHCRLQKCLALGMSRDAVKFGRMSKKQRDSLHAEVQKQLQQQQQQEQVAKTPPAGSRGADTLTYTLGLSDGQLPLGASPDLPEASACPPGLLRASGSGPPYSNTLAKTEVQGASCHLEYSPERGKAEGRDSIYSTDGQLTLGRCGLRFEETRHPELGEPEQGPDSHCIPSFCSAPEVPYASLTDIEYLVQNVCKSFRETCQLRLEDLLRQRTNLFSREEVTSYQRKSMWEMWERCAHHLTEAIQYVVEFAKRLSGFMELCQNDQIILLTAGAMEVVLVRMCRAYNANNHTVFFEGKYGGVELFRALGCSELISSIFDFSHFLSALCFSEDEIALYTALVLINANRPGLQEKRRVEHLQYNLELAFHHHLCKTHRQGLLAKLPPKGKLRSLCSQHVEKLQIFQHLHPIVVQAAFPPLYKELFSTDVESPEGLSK
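Stable Schneider cell line, Gal4 DNA-binding domain fused to ROR gamma, UAS-luciferase. Cmpd 1 hr RT → CuSO4 700 uM final → 20 hr RT → luciferase reagent 10 min → luminescence.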
* hit, by the source's call; u = inconclusive; x = not tested or not shown; & = joins results of further samples; [ ] = remark or other dose. Unless noted, the call rests on the fitted dose curve; in most records, active means well fitted curve in the direction sought with a large enough effect; inconclusive means small, poorly fitted or top-dose-only effect, or another doubt; inactive means no such curve, though single readings can be large; an effect the other way counts as inactive or inconclusive.

SMILES	ELG1 genotoxic	FBPA coupling cs	Tb PFK block	FLuc counter	KCNH2 3.1 block	uPA generation	Giardia kill	NPC1 promoter act	Gal4-VP16 FLuc	Rab9 prom act	RORgamma inh
OC(Cn1cncn1)(c1ccc(F)cc1)c1ccc(Cl)cc1 (stereo not given)	-1%	0	1%	0%	3	0%	32[activator]	-4%	-9%	-9%	10%
CCOC(=O)C(CC)n1nc(C)n2c(cc3sccc32)c1=O (stereo not given)	-13%	5	-6%	0%	16	4%	18	0%	0%	1%	-33%
NC(=O)c1sc2nc(N3CCOCC3)c3c(c2c1N)CCCC3	-2%	0	4%	8%	6	6%	2	-4%	-7%	-2%	-11%
C(=C\c1nccc2c1[nH]c1ccccc12)/c1ccccc1	-5%	-7	22%	7.6µM*	7	-2%	u	u	4µM*	u	1.6µM*
CCCCNS(=O)(=O)c1ccc2nc(SCC(=O)Nc3ccccc3Cl)[nH]c2c1	-7%	2	0%	3%	2	2%	4	-2%	-4%	-3%	u
O=C(C[n+]1ccccc1)N/N=C/c1ccccc1Cl	0%	x	0%	-7%	6	u	-19	0%	x	0%	x
Cc1cc(C)cc(OCC(=O)OCc2cc([N+](=O)[O-])cc3c2OCOC3)c1	0%	x	2%	x	-5	-2%	-2	x	x	x	x
CCCCSC1(SCCCC)N=C(N)C2(C#N)C(c3ccccc3)NC(C)=CC12C#N (stereo not given)	-2%	1	0%	1%	6	-2%	-29	-5%	-9%	1%	u
CC1CN(S(=O)(=O)c2ccc(F)cc2)C(C)N1C(=O)N1CCOCC1 (stereo not given)	0%	-2	-5%	1%	6	-1%	-11	-5%	-11%	0%	-18%
Cc1ccc2ncnc(NCCC(=O)O)c2c1	1%	-2	1%	2%	-2	0%	-10	-2%	16%	0%	-15%
CCOC(=O)c1sc(NC(=O)c2ccccc2)cc1C	1.3µM*	3	-7%	1.1µM*	-5	-13%	-6	1.6µM*	-4%	0.71µM*	u
CCCCC(C(=O)NC1CCCC1)N(C(=O)c1snc(C(N)=O)c1N)c1ccc(OCC)cc1 (stereo not given)	-14%	0	4%	2%	-14	5%	-2	-6%	0%	0%	u
CCC(C)NS(=O)(=O)c1cc2c3c(c1)CCC(=O)N3CCC2 (stereo not given)	-1%	0	0%	-1%	-16	0%	-1	1%	0%	-4%	-7%
O=C(NC1CCCC1)C(c1ccccc1)N(C(=O)c1ccno1)c1cccnc1 (stereo not given)	-8%	1	-4%	1%	-10	-4%	14	-1%	-3%	-3%	-10%
COc1ccccc1C(=O)Nc1cccc(S(=O)(=O)N2CCCC2)c1	-5%	-9	1%	1%	-3	8%	2	-2%	-9%	-3%	6%
O=C(CSCc1ccccc1)N1CCN(C(=O)c2ccco2)CC1	7%	-1	0%	1%	2	-1%	5	11%	u	12%	31%
Cc1ccc(C)c(NC(=O)CCNS(=O)(=O)c2ccc3[nH]c(=O)oc3c2)c1	-1%	x	0%	-1%	0	-11%	-16	-1%	4%	-2%	-5%
O=C1c2cccc([N+](=O)[O-])c2C(=O)N1c1cccnc1	1%	-2	7%	0%	10	0%	10	0%	-2%	6%	-6%
COc1ccccc1N1CCN(C2CCCC(C)C2)CC1 (stereo not given)	-4%	-1	3%	0%	-7	-1%	16	1%	-9%	-4%	-16%
COC(=O)c1ccccc1N=Nc1c(N)[nH][nH]c1=O	-8%	3	18%	11µM*	-50	-1%	-2	-2%	2%	-4%	32%
COC(=O)c1cc(C(=O)OCC(=O)NCc2cccs2)cc([N+](=O)[O-])c1	3%	x	0%	3%	-36	-11%	4	2%	x	-1%	x
O=c1c(-c2ccccc2)c1-c1ccccc1	x	3	-25%	u	x	x	x	-12%	0.79µM*	-4%	u
N#Cc1c2c(c(NCCOCCO)n3c1nc1ccccc13)CCCC2	-10%	-2	0%	-6%	-17	2%	-9	0%	-7%	11%	-6%
CCC(Sc1nccn1C)C(=O)Nc1ccc(Cl)cn1 (stereo not given)	-1%	-2	3%	0%	17	-2%	1	-2%	-18%	1%	u
Cn1cc(CN(Cc2ccccn2)C[C@@H]2CCC(=O)N2)c(-c2ccccc2F)n1	1%	2	0%	-1%	-15	-5%	28	-2%	-13%	-7%	-10%
Cc1ccc(NC(=O)CCS(=O)(=O)c2ccc3nc(C)sc3c2)cc1	5%	1	0%	0%&5%	3	-4%	13	-5%	2%	-2%	-8%
COc1cc(OC)cc(C(=O)N/N=C(\C)CC(=O)Nc2ccccn2)c1	-9%	-6	10%	-1%	6	-21%	-9	3%	-13%	-2%	-33%
COc1cc(NC2=CC(=O)CC(C)(C)C2)cc(OC)c1OC	u	-2	-7%	-1%	-11	-6%	4	-1%	8%	-2%	-24%
O=C(O)COc1ccccc1/C=N/NC(=O)c1cc(-c2ccc(Cl)cc2)nc2ccccc12	0%	1	-4%	0.95µM*	16	1%	-3	-1%	-3%	-2%	-10%
Cn1c(SCC(=O)NC(=O)Cc2ccccc2)nnc1-c1ccc(F)cc1	4%	x	3%	x	3	1%	-3	x	x	x	x
CCOc1cccc(SCc2noc(C(=O)NC(C)C)c2C(=O)O)c1	0%	11	0%	-17%	9	-9%	0	4%	u	-2%	u
CSC1=NCCN1C(=O)c1c(F)cccc1F	-2%	4	3%	-2%	1	-1%	-22	-3%	7%	1%	u
NC(=O)c1ccccc1N=Cc1ccc2ccccc2c1	0%	0	0%	u	-5	-7%	-20	10%	-19%	12%	8%
CN1CCN(Cc2nc3c(c(=O)[nH]c(=O)n3C)n2CCc2ccccc2)CC1	2%	3	3%	4%	5	0%	-28	0%	-8%	1%	1%
S=C(CN1CCCC1=S)NCCc1ccccc1	-10%	3	1%	1%	-14	-1%	-21	-1%	u	-12%	7.9µM*
CN(CC(=O)Nc1cccc(F)c1)C(=O)c1ccccc1CCc1ccccc1	-2%	x	9%	1%	1	6%	-4	-3%	x	-3%	x
CCCCc1ccc(/C(C)=N/NC(=O)C2CCCC2)cc1	6%	-1	-4%	-7%	-5	0%	-10	2%	-5%	12%	-5%
O=C(COC(=O)CNC(=O)c1ccccc1)NC1CCCC1	3%	x	0%	4%	-3	-3%	29	-5%	x	-1%	x
O=C(CSc1ccc(F)cc1)NCCc1ccc(Cl)cc1	0%	4	0%	5%	2	1%	-11	-2%	-4%	3%	-2%
Cc1ccccc1/C(N)=N/OC(=O)c1cccs1	u	2	-18%	6.7µM*	14	-21%	1	-1%	u	18%	41%
COc1cccc(NC(=O)CSc2nnc3cc(C)nc(N)n23)c1	0%	-1	-5%	7%	-3	-1%	2	-2%	-1%	-6%	-27%
CN(C(=O)CC1C(=O)NCCN1Cc1ccc(F)c(F)c1)C1CCOCC1 (stereo not given)	0%	-4	0%	0%	-2	4%	-2	-4%	-5%	-3%	-4%
O=C(NN=C1CCN(Cc2ccccc2)CC1)c1cc(Br)ccc1O	6%	4	6%	u	-7	-4%	6	-5%	u	3%	3.5µM*
CCOC(=O)C1CCN(C2=NC(=O)/C(=C/c3ccc(OC)c(OC)c3)S2)CC1	1%	1	0%	u	0	-2%	-12	-2%	-9%	-6%	-16%
CCOc1ccc(NC(=S)NC(=O)/C=C/c2ccc(OC)c(OC)c2)c([N+](=O)[O-])c1	5%	x	0%	2%	7	-3%	28	-3%	2.5µM*	x	1.1µM*
COC(=O)c1c[nH]n2c(=O)c(Cl)c(C)nc12	8%	-3	6%	u	4	4%	-2	14%	15%	13%	20%
COc1cc(C(=O)C(=O)c2ccc(O)c(OC)c2)ccc1O	6%	9	0%	u	-14	15%	-21	13%	20%	u	-5%
CCN(CC(=O)Nc1ccccc1OC)C(=O)c1ccc2[nH]c3c(c2c1)CC(C)CC3 (stereo not given)	-2%	x	0%	u	-9	-7%	13	-2%	x	-9%	x
CCOC(=O)N1CCN(C(=O)c2cc(-c3ccncc3)nc3ccccc23)CC1	0%	x	5%	2%	0	-15%	-4	-19%	x	-14%	x
Cc1nnc(-c2ccc(Oc3ccc(C)c(C)c3)c([N+](=O)[O-])c2)o1	-6%	4	-2%	-11%	-10	0%	-15	0%	-12%	0%	39%
CCc1ccccc1NC(=S)N1CCN(c2cccc(OC)c2)CC1	-1%	-2	1%	6%	13	6%	-28	1%	u	3%	10µM*
Cc1ccc(/C=N/Nc2ccc(Cl)c(C(=O)O)c2)s1	u	7	-1%	4.8µM*	13	1%	7	0.32µM*	-17%	0.32µM*	-37%
CCN(CC)S(=O)(=O)c1ccc(N2CCOCC2)c(NC(=O)c2ccc(=O)[nH]c2)c1	-2%	x	1%	x	13	1%	8	x	x	x	x
Cc1cc(NC(=O)c2cccc(S(=O)(=O)N3CCCCC3)c2)no1	-7%	x	-7%	4%	3	10%	-5	-1%	2%	7%	26%
CCCn1cc(CN2CCC(n3nccc3NC(=O)c3ccc4c(c3)OCO4)CC2)c(C)n1	0%	3	1%	0%	-7	2%	-25	-1%	-2%	3%	-3%

Hits appear at their usual frequency. About 14% of those tested had a hit in this group.
